SW480 rerep = inducers of DNA re-replication in SW480 colon cancer cells; SW480 DNA re-replication, Hoechst DNA content imaging, 48 h; Potency, µM (series often up to 46.1 µM), for the others: top-dose re-replication activation, most hits filed as activators; 340,000 tested, 1.8% active; also: potency is read from the fitted curve at half-maximal effect; % of control where 0% means no effect; nearly all actives have a fitted effect of over 55% in size
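Compounds, transferred as 23 nL by pin tool, were incubated with cells for 48 hr; DNA content per nucleus was then quantified by Hoechst staining and fluorescence plate imaging.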
HT1080NT lethal = kills 2HG-producing HT-1080-NT fibrosarcoma cells. HT-1080-NT fibrosarcoma viability, CellTiter-Glo ATP luminescence, 48 h. Potency, µM (top dose mostly 46.1 µM), inactives show at the highest dose activity, negative = less viability, actives largely listed as cytotoxic. 360,000 tested, 1.6% active;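 also: NT is the 2HG producing partner of a matched IDH1 knockdown line; potency is read from the fitted curve at half-maximal effect; 0% = DMSO-treated cells and -100% = media-only wells without cells; nearly all actives have a fitted effect of over 55% in size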
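Read-out is CellTiter-Glo luminescence after 10 minutes at room temperature, following 48 hours' compound treatment of HT-1080-NT cells (750 cells/well, RPMI, 5% FBS, 37 degrees C).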
ATXN viability = viability counter-screen for ATXN expression inhibitors. S2 cells (HEK-293 line with an ATXN2-luciferase reporter) viability, CellTiter-Fluor protease fluorescence, 24 h. Potency, µM (doses to about 56.7 µM), most hits filed as cytotoxic. 400,000 tested, 0.49% active; also: potency is read from the fitted curve at half-maximal effect; nearly all actives have a fitted effect of over 40% in size
HepG2 viability = HepG2 cytotoxicity, counter-screen for TGF-b inhibitors; 410,000 tested, 0.76% active; HepG2 CAGA-GFP viability, ATP luminescence, 18 h; AID 588856; Potency, µM (top dose mostly 46.1 µM), for inactives: at the highest dose activity change, negative = cytotoxicity, most hits filed as cytotoxic; also: potency is read from the fitted curve at half-maximal effect; some results filed as inactive show a strong effect at the top dose
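HepG2 CAGA-GFP cells (1000/well, DMEM with 1% FBS) received compound, then TGF-beta at 500 pg/mL final, and were incubated 18 hours at 37 degrees C. Viability was read by CellTiter-Glo luminescence. Media-only wells were set as complete cell-killing and DMSO as no toxicity.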
ATXN2 expr inh = inhibitors of ATXN2 expression; 360,000 tested, 0.72% active; HEK-293 ATXN2-luciferase reporter, luminescence, 24 h; Potency, µM (highest dose often 57 µM), without a hit: at the highest dose activity change, negative = inhibition, hits mostly inhibitors; also: potency is read from the fitted curve at half-maximal effect; % is scaled to controls: 0 for no effect and ±100 for the full control effect; nearly all actives have a fitted effect of over 55% in size
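qHTS (up to 57 uM final) was run with 24 h compound exposure of reporter cells at 37 °C. Each well was multiplexed: SteadyGlo luminescence measured ATXN2-luciferase expression after a fluorogenic Gly-Phe-AFC viability readout (25 uM final).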
KB-3-1 tox = KB-3-1 parental cell cytotoxicity; KB-3-1 viability, CellTiter-Glo ATP luminescence, 72 h; Potency, µM (top dose mostly 46.1 µM), inactives show top-dose activity change, negative = cytotoxic, most hits filed as cytotoxic; 400,000 tested, 1.4% active; AID 1347075; also: potency is read from the fitted curve at half-maximal effect; % is scaled to controls: 0 for no effect and ±100 for the full control effect; nearly all actives have a fitted effect of over 60% in size
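Multi-concentration cytotoxicity screen in KB-3-1 cells grown in DMEM lacking phenol red with 10% FBS. After 72 h at 37 °C with compound, ATP-dependent luminescence was recorded.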
HT1080 IDH1KD tx = HT-1080 IDH1 knockdown cell toxicity (counter line) | 360,000 tested, 2% active | Potency, µM (highest dose often 46.1 µM), without a hit: top-dose activity, negative = toxicity, most hits filed as cytotoxic | AID 686971 | HT-1080 IDH1 knockdown viability, ATP luminescence, 48 h;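 also: potency is read from the fitted curve at half-maximal effect; 0% = DMSO wells and -100% = cell-free medium wells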
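% activity derives from luminescence (CellTiter-Glo), normalised to DMSO and no-cell wells. HT-1080-IDH1KD cells, 750/well, had 48 h compound exposure at 37 °C.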
IL-1B inflam inh = inhibitors of inflammasome signaling (IL-1 beta secretion); THP-1 LPS/ATP IL-1B secretion, AlphaLISA, 16 h; hits give low values; activity change, % at 57.5 µM; 360,000 tested, 4.7% active; in the data active = activity change below about -50%; inconclusive = mostly about -30% to -49%; also: % is scaled to controls: 0 for no effect and ±100 for the full control effect
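Secreted IL-1B measured by AlphaLISA bead assay after 16 h compound exposure of THP-1 cells; compounds (final up to 57.5 uM) added 1 h before LPS (250 ng/mL) and ATP (1.25 mM) stimulation; lower signal means less secretion.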
MCF10A rereplic = induces DNA re-replication in MCF 10a normal breast cells | MCF 10A DNA re-replication, Hoechst nuclear intensity, 48 h | Potency, µM (series often up to 46.1 µM), without a hit: top-dose activity, positive = re-replication, actives largely listed as activators | 350,000 tested, 2.9% active; also: potency is read from the fitted curve at half-maximal effect; % of control where 0% means no effect; nearly all actives have a fitted effect of over 50% in size
* = called active by the depositor; i = inactive; ? = inconclusive; . = no result given; & = joins results of further samples; [ ] = another dose, or the depositor's remark. Unless noted, calls follow the shape of the dose curve; as a rule, active = well fitted curve in the direction sought with a large enough effect; inconclusive = small, poorly fitted or top-dose-only effect, or another doubt; inactive = no such curve, though single readings can be large; an effect the other way counts as inactive or inconclusive.

item	mol	SW480 rerep	HT1080NT lethal	ATXN viability	HepG2 viability	ATXN2 expr inh	KB-3-1 tox	HT1080 IDH1KD tx	IL-1B inflam inh	MCF10A rereplic
1	COC(=O)C1=C(C)N(CCCC(=O)O)C(=O)NC1c1ccccc1OS(=O)(=O)c1ccccc1[N+](=O)[O-] (configuration not stated)	-10%	0%	i	-6%	9%	0%	-2%	50	-9%
2	C[n+]1ccn(CC(=O)c2cccs2)c1	13%	?	i	0%	-2%	-2%	10%	-3	1%
3	O=C(Nc1cc(C(F)(F)F)cc(C(F)(F)F)c1)c1ccc(Cn2cc(C(F)(F)F)ccc2=O)cc1	0%	-12%	?	-27%	4%	-17%	-22%	29	15%
4	Cn1c(=O)c2c([nH]c(=O)n2C)n(C)c1=O	-6%	1%	i	1%	-7%	-3%	12%	-4	1%
5	Cc1ccc2sc3ccc(NC(=O)c4ccccc4Cl)cc3c(=O)c2c1	13µM*	?	i	-14%	1%	?	?	-26	?
6	CC(=O)Nc1c(C)cc(S(C)(=O)=O)cc1C	1%	15%	i	11%	6%	4%	12%	37	3%
7	COC(=O)[C@H]1[C@H]2C[C@H]3c4[nH]c5ccccc5c4CCN3C[C@@H]2CC[C@@H]1O	?	-7%&5%	i	-18%&-3%	-7%&2%	0%&0%	-3%&-5%	-12&-2	-5%&4%
8	COc1ccc(NC(=O)c2ccc3c(c2)N(C)CCS3)cc1	4%	7%	i	-11%	88%[activator]	-15%	-6%	-9	1%
9	O=C(/C=C/c1ccccc1Cl)N1CCOCC1	?	4%	i	-21%	12%	5%	1%	-7	0%
10	CCCCOc1ccc(C(=O)Nc2ccc(C)cc2[N+](=O)[O-])cc1	-6%	11%	i	-21%	4%	4%	3%	-26	9%
11	O=C(Nc1cccc(F)c1)c1ccc2oc(=O)n(Cc3ccccc3)c2c1	.	.	i	-24%	-2%	-3%	.	.	.
12	Cc1[nH]n(C(C)(C)C)c(=O)c1Sc1ccc(Cl)cc1	-12%	-3%	i	-8%	-5%	-22%	-17%	0	11%

Two entries from above, set out differently:
Second line of a record: SW480 rerep | HT1080NT lethal | ATXN viability | HepG2 viability | ATXN2 expr inh | KB-3-1 tox | HT1080 IDH1KD tx | IL-1B inflam inh | MCF10A rereplic
12) Cc1[nH]n(C(C)(C)C)c(=O)c1Sc1ccc(Cl)cc1
  -12% | -3% | i | -8% | -5% | -22% | -17% | 0 | 11%
5) Cc1ccc2sc3ccc(NC(=O)c4ccccc4Cl)cc3c(=O)c2c1
  13µM* | ? | i | -14% | 1% | ? | ? | -26 | ?

(next part)
item	mol	SW480 rerep	HT1080NT lethal	ATXN viability	HepG2 viability	ATXN2 expr inh	KB-3-1 tox	HT1080 IDH1KD tx	IL-1B inflam inh	MCF10A rereplic
13	C/C(=C\c1cc2ccccc2o1)C1Nc2cccc3cccc(c23)N1	-9%	.	?	-5%	-21%	-1%	.	.	?
14	COCCNC(=O)CCC1CCN(Cc2cccc(-c3ccc(C)o3)c2)CC1	-14%	-9%	i	-19%	-8%	-4%	8%	3	1%
15	CC(C)CNC(=S)NC(=O)c1ccc(Cl)cc1	2%	8%	i	-19%	83%[activator]	0%	4%	-3	10%
16	Cc1[nH]c2ccccc2c1SCC(=O)O	-3%	7%	i	1%	-2%	11%	5%	34	3%
17	CCCCCCCCOC(=O)c1ccc(N)cc1	1%	6%	i	-35%	4%	-13%	3%	-17	24%
18	CCc1nc(N2CCCC2)c(C#N)c2c1CCCC2	3%	5%	i	-21%	2%	-3%	0%	27	29%
19	Cc1ccc(-c2nc3c(c(=O)c4ccccc4n3C)c(=O)n2-c2ccccc2)cc1	-14%	18%	i	12%	5%	12%	26%	30	1%
20	COCC(=O)N1CCc2ccc(NC(=O)c3ccccc3Cl)cc2C1	2%	6%	i	-10%	14%	23%	7%	0	-3%
21	CS(=O)(=O)Cc1ccc(C(=O)NC2CCN(Cc3ccccc3)C2)cc1 (configuration not stated)	-4%	8%	i	-12%	5%	10%	2%	20	-4%
22	NCCN1CCN(CCN)CC1	-5%	14%	i	-12%	3%	8%	3%	15	-1%
23	O=C(c1cc(COc2ccccc2)on1)N1CCCC(OCc2cccnc2)C1 (configuration not stated)	-3%	7%	i	-10%	-1%	10%	4%	11	0%
24	CC1(C)C(=O)N(OCc2ccccc2)C(C)(C)C(=O)N1OCc1ccccc1	-18%	14%	?	-3%	0%	-16%	9%	1	2%
25	COc1cc(-c2ccno2)ccc1S(=O)(=O)N1CCN(c2ccc(C(C)=O)cc2)CC1	.	.	i	-28%	9%	-20%	.	.	.
26	COc1ccccc1-c1nnc(-c2ccc(F)cc2)o1	-8%	-23%	i	-37%	30%	-9%	0%	6	1%
27	O=C1CCCN1CC(O)CS(=O)(=O)Cc1ccccc1 (configuration not stated)	?	0%	i	4%	23%	21%	6%	0	-4%
28	CCCOC(=O)c1ccc(NC(=O)C(=O)NCCN(CC)CC)cc1	-6%	11%	i	1%	.	0%	14%	7	-7%
29	COc1ccc(OC)c(CNC(=O)c2nn(-c3ccc(OC)c(Cl)c3)c(=O)c3c2c2ccccc2n3C)c1	.	.	i	-20%	2%	9%	.	.	.
30	COc1ccc(OC)c(CNC(=O)C(C)n2nc(C)c3c(C)n(-c4ccccc4)nc3c2=O)c1 (configuration not stated)	-21%	-5%	i	-14%	-10%	-17%	-7%	9	?
31	CC(NC(=O)C(C)(C)C)C(c1cccs1)N1CCN(Cc2ccccc2)CC1 (configuration not stated)	1%	0%	i	10%	.	0%	-3%	-1	1%
32	CC(=O)Nc1ccccc1OC(C)C(=O)N1CCC(C)CC1 (configuration not stated)	-5%	24%	i	-16%	0%	-6%	20%	26	-2%
33	Cc1ccc(CCN2CC(C(=O)N3CCN(c4ccc(F)cc4)CC3)CC2=O)cc1 (configuration not stated)	-5%	-3%	i	-3%	-1%	1%	-3%	-12	2%
34	COc1ccc(/C=C(\CC(=O)O)c2nc3ccccc3o2)cc1	-2%	-4%	i	1%	63%[activator]	-4%	-1%	-28	-12%
35	CCOC(=O)N/N=C/c1ccccc1F	-1%	19%	?	4%	0%	21%	8%	4	-3%
36	COc1ccc(CC(=O)N/N=C(/C)c2ccco2)cc1	0%	20%	i	3%	2%	11%	30%	4	-2%

One compound at a time, as listed above. Values in the order: SW480 rerep, HT1080NT lethal, ATXN viability, HepG2 viability, ATXN2 expr inh, KB-3-1 tox, HT1080 IDH1KD tx, IL-1B inflam inh, MCF10A rereplic
Record of CCCOC(=O)c1ccc(NC(=O)C(=O)NCCN(CC)CC)cc1 → -6%, 11%, i, 1%, ., 0%, 14%, 7, -7%
Record of COc1ccc(/C=C(\CC(=O)O)c2nc3ccccc3o2)cc1 → -2%, -4%, i, 1%, 63%[activator], -4%, -1%, -28, -12%
Record of CCCCOc1ccc(C(=O)Nc2ccc(C)cc2[N+](=O)[O-])cc1 → -6%, 11%, i, -21%, 4%, 4%, 3%, -26, 9%
Record of Cc1[nH]n(C(C)(C)C)c(=O)c1Sc1ccc(Cl)cc1 → -12%, -3%, i, -8%, -5%, -22%, -17%, 0, 11%

Other results
item	mol	SW480 rerep	HT1080NT lethal	ATXN viability	HepG2 viability	ATXN2 expr inh	KB-3-1 tox	HT1080 IDH1KD tx	IL-1B inflam inh	MCF10A rereplic
37	CSc1cccc(NC(C)=O)c1	-82%[inhibitor]	7%	i	8%	2%	12%	3%	10	-13%
38	COc1cc([N+](=O)[O-])c2nc(C(=O)O)ccc2c1	-2%	3%	i	-1%	-25%	0%	6%	0	9%
39	COc1ccc(CCC(=O)Nc2cc(S(=O)(=O)N3CCCCC3)ccc2N(C)C)cc1	-4%	-2%	?	3%	.	-2%	3%	-12	3%
40	Cc1ccc(NC(=O)c2cc(Cl)nc3ccccc23)cc1	-13%	15%	.	0%	.	10%	3%	1	2%
41	COc1ccccc1N1CCN(c2ncc(C(=O)N3CCN(c4cccc(Cl)c4)CC3)c3ccccc23)CC1	?	15%	i	-7%	-10%	0%	10%	12	16%
42	O=S1(=O)CCOC[C@H](CC2CCCCC2)N1Cc1ccccc1	-1%	17%	i	-2%&-47%	0%	?	4%	2	-2%
43	COc1ccc(S(=O)(=O)N2CCN(CCO)CC2)cc1-c1nnc2c3ccccc3c(C)nn12	-1%	-7%	i	-16%	-1%	-6%	-1%	-6	11%
44	COc1cc(CN(CC2CCCO2)C(=O)c2ccco2)cc(OC)c1OC (configuration not stated)	?	0%	i	-1%	9%	-11%	0%	-19	8%
45	CCCN(CCC)C(=O)c1cc(S(=O)(=O)N2CCCCC2)c[nH]1	-7%	-1%	i	0%	-10%	-17%	-4%	-11	17%
46	Cc1cc(OC(=O)c2ccc(OC(C)C)cc2)c([N+](=O)[O-])c(=O)[nH]1	-38%[inhibitor]	1%	i	-34%	.	4%	3%	1	-3%
47	CC(=O)Nc1cccc(OC(=O)COc2ccc(Br)cc2)c1	29µM*	-4%	i	3%	.	0%	-2%	12	5%
48	O=C(CN1C(=O)c2ccccc2C1=O)NC1CCS(=O)(=O)C1 (configuration not stated)	.	7%	i	3%	.	2%	4%	-12	.
49	CCCc1nc2ccc(Cl)cn2c1Cc1cccc(Cl)c1	.	?	?	-11%	-6%	?	?	-3	.
50	Nc1c(Cl)cc(C2=NCCn3c2c2ccc(C(F)(F)F)cc2[n+]3[O-])cc1Cl	-13%	0%	i	-17%	13%	-1%	-8%	24	5%

Bioassay records: PubChem BioAssay, National Center for Advancing Translational Sciences (NCATS)
